Screening data: PubChem BioAssay, Broad Institute
Xi reactivation = activators of X-chromosome reactivation in mouse fibroblasts; AID 743238; activation, % at 7.58 µM; actives 0.055% (n = 360,000); XiGFP mouse fibroblasts, % GFP-positive cells imaging, 3 d; cells co-treated with 5-aza-dC sensitizer; scaled so ellipticine positive control = 100%;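 active means mean normalized replicate activation at least 10% and every replicate at or above 10%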;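 further: 0% = median of on-plate neutral control wells and 100% = ellipticine 6 µM median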
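System: 68-5-11 XiGFP fibroblast line; Timing: 3 days compound exposure; Compound dosing: one concentration, pinned; Benchmarks: positive control ellipticine, 6 µM final; Buffer or medium: DMEM containing 5-aza-dC.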
ERAP1 inh = blocks human ERAP1 aminopeptidase activity. Q9NZ08. inhibition, % at 10.7 µM. actives 0.15% (n = 340,000). recombinant ERAP1, Leu-AMC fluorescence, 60 min;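 active means mean replicate inhibition of at least 30%, or all replicates individually reaching that 30% level; inactive means mean below 30% and not every replicate reaching it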;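 further: 0% = neutral control wells and 100% = L-leucinethiol positive control wells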
F508del corr = CFTR F508del correction in bronchial cells; CFBE cells, YFP halide quenching; stimulated with forskolin plus potentiator P3; % fluorescence drop versus neutral controls; activity (quench increase), % at 7.58 µM; actives 0.36% (n = 350,000); AID 720511;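 active means mean added fluorescence quench of at least 8% versus neutral control, with both replicates also reaching 8%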;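 further: cells transiently co-express mutant CFTR-F508del with the halide-sensitive YFP; corrector assay measuring rescue of mutant channel to the surface after 24 h compound exposure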
esBAF inh = inhibitors of esBAF chromatin remodeling in mouse ES cells. Bmi1-luciferase knock-in reporter, 24 h; 100% = twice the neutral-well signal. reporter increase, % at 12.5 µM. actives 2% (n = 350,000). AID 602393; in the data active means activation above about 40%;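 further: 0% = median of the plate's neutral control wells and 100% = double that signal; a rise in the Bmi1 reporter signal indicates esBAF inhibition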
GSIS activator = primary screen for activators of insulin secretion dependent on glucose, INS-1E cells, GLuc reporter luminescence; INS-1E GLuc reporter insulin secretion, 2-3 h; activation, % at 16.6 µM; actives 0.61% (n = 370,000);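 active means lowest replicate activation of at least 40%, so every replicate reaches that level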;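 further: 0% = median of neutral control wells and 100% = median of IBMX positive control wells; some compounds called inactive have numbers as strong as hits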
RAD54 inh = RAD54 (human) branch migration inhibition. Q92698. RAD54 Holliday junction branch migration, FAM/BHQ fluorescence. inhibition, % at 10.4 µM. actives 0.14% (n = 360,000). AID 602329;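 active means mean normalized replicate activity at least 40 and at least half of replicates scoring 40 or more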;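 further: 0% = median of neutral control wells and 100% = median of positive control wells; inhibitors cause a drop in the FAM fluorescence signal; in these data hits start at about 50%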
RAD52 anneal inh = inhibitors of human RAD52 DNA annealing | actives 0.46% (n = 360,000) | P43351 | inhibition, % at 18.7 µM | recombinant RAD52 DNA annealing, FRET fluorescence;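 active means every replicate showing at least 50% inhibition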
Target sequence (P43351 whole entry, looked up): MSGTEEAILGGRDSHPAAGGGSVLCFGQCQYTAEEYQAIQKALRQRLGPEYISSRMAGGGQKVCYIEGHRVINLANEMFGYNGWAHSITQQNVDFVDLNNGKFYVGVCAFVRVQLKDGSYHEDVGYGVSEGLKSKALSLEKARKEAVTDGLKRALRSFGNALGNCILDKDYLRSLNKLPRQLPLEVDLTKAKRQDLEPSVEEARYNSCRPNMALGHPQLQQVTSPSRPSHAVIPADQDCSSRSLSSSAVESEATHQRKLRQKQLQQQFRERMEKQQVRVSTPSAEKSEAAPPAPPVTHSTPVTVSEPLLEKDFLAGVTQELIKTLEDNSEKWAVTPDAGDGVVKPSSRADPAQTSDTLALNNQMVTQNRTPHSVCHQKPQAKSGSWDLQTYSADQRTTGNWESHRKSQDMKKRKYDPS
ARNT TACC3 PPI = ARNT/TACC3 interaction disruption; AlphaScreen His-ARNT PAS-B/GST-TACC3 binding, luminescence; TACC3 fragment carries E629A point mutation; Q9Y6A5; actives 0.66% (n = 390,000); AID 623870; inhibition, % at 9.99 µM;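 active means mean inhibition of replicates at least 50% and at least half of replicates each reaching 50%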;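 further: 0% = complete ARNT plus TACC3 wells and 100% = ARNT alone without TACC3; many hits fall short of the cut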
* = called active by the depositor; x = no result given; & = joins results of further samples. Random draw from the library. Share with any hit: about 3.3%.

SMILES	Xi reactivation	ERAP1 inh	F508del corr	esBAF inh	GSIS activator	RAD54 inh	RAD52 anneal inh	ARNT TACC3 PPI
OCCN1CCN(c2ncnc3scc(-c4ccc(F)cc4)c23)CC1	0.1	2.4	-4.1	-8.2	-2.7	0.9	1.9	-7.4
C[C@H]1CN([C@@H](C)CO)C(=O)c2cccc(NC(=O)C3CC3)c2O[C@@H]1CN(C)Cc1ccc(C(F)(F)F)cc1	0.0	0.6	2.0	-3.4	-8.5	-7.3	2.2	7.2
O=C(c1ccccc1)N1CCN(C(=S)NCCc2ccccc2)CC1	0.0	3.7	0.0	x	-2.6	6.2	-0.4	-8.4
CS(=O)(=O)N1[C@@H](CO)[C@@H](c2ccccc2)C12CN(C(=O)C1CC1)C2	0.0	1.5	1.1	x	17.3	x	-1.2	x
COc1ccc(NC(=O)c2coc(C)c2)cc1	0.1	-2.2	1.3	74.1*	-7.9	1.3	-8.5	0.7
Cc1ccc(C(=O)N/C(=C\c2cccs2)C(=O)NCc2ccncc2)cc1	x	x	x	7.0	21.5	-23.7	x	2.3
COC(=O)c1cc(OC)c(OC)cc1NC(=O)c1ccccc1	x	x	x	-6.6	-4.6	2.7	x	-2.3
C[C@@H]1CN([C@H](C)CO)C(=O)CCCn2cc(nn2)CO[C@H]1CN(C)C(=O)Cc1ccccc1	-0.1&-0.3	-0.1&1.3	-3.7&-2.0	-10.6&-1.0	-0.2	0.1&-23.9	-7.4&8.3	-11.5
NC(=O)[C@@H]1CCCN1C(=O)c1ccc2oc(CCc3ccccc3)nc2c1	0.3	1.0	-3.4	31.8	-2.6	-8.5	-18.9	1.0
COc1ccc(CN(C)C[C@@H]2OCCCC[C@H](C)Oc3ccc(NC(=O)CCC(F)(F)F)cc3C(=O)N([C@@H](C)CO)C[C@@H]2C)cc1	-0.1	-0.2	2.1	-2.1	-3.9	-3.7	13.1	-3.7
O=C(CCN1CCCCC1)NCC[C@H]1CC[C@@H](NS(=O)(=O)c2cccc(Cl)c2)[C@@H](CO)O1	0.1	1.5	2.1	-1.6	5.5	-0.6	-1.1	-2.7
O=C(O)c1ccc(N2CC3CC(C2)c2cccc(=O)n2C3)c(NC(=S)Nc2ccc(Cl)cc2Cl)c1 (stereo unspecified)	0.2	-2.9	-3.4	-7.3	-0.4	-2.0	8.4	3.2
O=C(COC(=O)c1c(Cl)cccc1Cl)NCC1CCCO1 (stereo unspecified)	0.1	0.8	2.0	-4.6	2.9	-20.7	-17.1	-1.7
O=C(COC(=O)c1cc(=O)[nH]c2ccccc12)c1cccs1	0.0	1.7	-0.7	x	7.1	x	-26.3	6.3
CC1Cc2ccccc2N1CC(=O)NC(=O)NC(C)(C)C (stereo unspecified)	-0.1	-1.3	-1.2	4.0	x	-2.0	-8.4	-0.7
CNC(=S)Nc1ccc(OC(F)(F)F)cc1	0.3	2.2	-2.2	-2.8	-29.8	-2.2	-6.6	-33.6
O=C1CCc2cc(S(=O)(=O)N3CCC(C(=O)NCCC4=CCCCC4)CC3)ccc2N1	-0.2	x	1.8	-3.1	4.5	-2.9	1.8	-4.4
O=c1c2ccccc2on1-c1ccccc1	0.1	-0.3	-5.0	39.8	-0.9	2.0	-14.2	x
COc1ccc(C(C(=O)NC(C)(C)C)N(C(=O)CCC(=O)Nc2cc(C)on2)c2ccc3c(c2)OCCO3)cc1 (stereo unspecified)	-0.1	0.0	4.7	-2.3	-20.2	-0.2	7.4	6.0
O=S(=O)(c1cccc(Cl)c1Cl)N1CCN(C(=S)NCCCN2CCOCC2)CC1	0.3	1.3	2.7	4.2	-7.4	0.8	2.6	-0.9
O=S(=O)(NCc1ccc(Cl)c(Cl)c1)c1cc(Cl)ccc1N1CC[C@@H](O)C1	-0.2	-0.9	-5.4	x	-22.5	x	1.3	x
O=C1c2ccncc2C(=O)N1CNc1ccc(Cl)cc1	0.3	-5.1	-1.1	x	5.1	x	-2.4	-5.9
CCC(=O)N1CCN(c2ccc(NC(=S)NC(=O)C(C)C)cc2)CC1	0.0	0.1	-1.1	x	20.3	x	-10.6	-1.6
CCn1c(SCC(=O)N(C)CCC#N)nc2cc(S(=O)(=O)N3CCOCC3)ccc21	0.0	-0.2	2.2	x	-1.3	x	0.4	-4.5

Not a retest: six of the compounds above.
SMILES	Xi reactivation	ERAP1 inh	F508del corr	esBAF inh	GSIS activator	RAD54 inh	RAD52 anneal inh	ARNT TACC3 PPI
OCCN1CCN(c2ncnc3scc(-c4ccc(F)cc4)c23)CC1	0.1	2.4	-4.1	-8.2	-2.7	0.9	1.9	-7.4
C[C@H]1CN([C@@H](C)CO)C(=O)c2cccc(NC(=O)C3CC3)c2O[C@@H]1CN(C)Cc1ccc(C(F)(F)F)cc1	0.0	0.6	2.0	-3.4	-8.5	-7.3	2.2	7.2
O=C(c1ccccc1)N1CCN(C(=S)NCCc2ccccc2)CC1	0.0	3.7	0.0	x	-2.6	6.2	-0.4	-8.4
CS(=O)(=O)N1[C@@H](CO)[C@@H](c2ccccc2)C12CN(C(=O)C1CC1)C2	0.0	1.5	1.1	x	17.3	x	-1.2	x
COc1ccc(NC(=O)c2coc(C)c2)cc1	0.1	-2.2	1.3	74.1*	-7.9	1.3	-8.5	0.7
Cc1ccc(C(=O)N/C(=C\c2cccs2)C(=O)NCc2ccncc2)cc1	x	x	x	7.0	21.5	-23.7	x	2.3

Remaining list, next part
SMILES	Xi reactivation	ERAP1 inh	F508del corr	esBAF inh	GSIS activator	RAD54 inh	RAD52 anneal inh	ARNT TACC3 PPI
CCCNC(=O)c1cc2ccccc2c(=O)o1	0.0	0.6	x	x	x	-1.6	-0.1	3.6
O=C(NCC[C@@H]1CC[C@@H](NC(=O)C2CCCCC2)[C@H](CO)O1)c1ccc(F)cc1	0.5	-0.7	2.7	-0.9	4.3	-4.7	-19.8	6.5
NS(=O)(=O)c1ccc(CNC(=O)CNC(=O)c2ccc(Br)o2)cc1	-0.1	2.5	4.6	-7.6	4.7	-61.1	6.7	-7.5
CCN1C(=O)C(=O)N(CC(=O)N2CCC(C)Sc3ccccc32)C1=O (stereo unspecified)	0.0	-6.5	-3.1	0.8	-8.3	10.5	-6.2	-0.4
COc1ccccc1NS(=O)(=O)c1cccc(C(=O)N2CCN(C(=O)c3ccco3)CC2)c1	0.0	2.5	1.0	-2.0	2.9	-1.2	-18.4	-4.3
COCC(C)NCc1ccc(OC)c(Br)c1 (stereo unspecified)	-0.2	-2.3	0.9	x	8.9	x	-9.1	-0.1
CC(=O)Nc1ccc2c(c1)CCc1ccccc1-2	0.1	0.9	-2.6	6.7	-1.8	10.2	-9.3	6.7
COc1ccc(NC(=O)N(C)C[C@H]2OCCCC[C@H](C)Oc3ccc(N(C)C)cc3C(=O)N([C@H](C)CO)C[C@H]2C)cc1	-1.2	0.9	1.4	-1.1	1.6	-7.0	17.9	1.3
CC(C)C(NC(=O)OCc1ccccc1)C(=O)OCC(=O)NC1CC1 (stereo unspecified)	0.0	-6.4	-1.2	-2.8	1.9	0.9	-4.3	-8.8
O=C(NCc1ccc(OC(F)(F)F)cc1)C1CCC(=O)N(C2CC2)C1 (stereo unspecified)	-0.1	0.7	0.2	x	-1.5	2.7	-10.3	-6.9
CCOc1ccccc1C1c2cc3c(cc2OC(C)(N2CCCC2)C1C)OCO3 (stereo unspecified)	0.0	3.4	2.7	x	-4.1	x	-3.3	-1.3
Nc1nc(NC(=O)c2ccccc2)nn1-c1ccccc1	0.1	5.9	-2.5	16.4	-5.5	-2.0	-11.4	3.2
CC(C)NC(=O)N(C)C[C@H]1Oc2cc(-c3cccnc3)ccc2S(=O)(=O)N([C@@H](C)CO)C[C@H]1C	0.0	-0.9	0.1	3.7	8.2	1.9	14.9	-1.9
CS(=O)(=O)Nc1ccc2c(c1)[C@H]1C[C@@H](CC(=O)NCc3ccccc3F)O[C@H](CO)[C@H]1O2	-0.1	1.5	0.6	-2.8	-6.8	-1.5	-0.4	-5.5
CCCCc1ncc(CN2CCN(Cc3ccc(C)cc3)C(CCO)C2)[nH]1 (stereo unspecified)	x	x	-0.5	-5.3	12.1	0.0	-9.0	-0.7
N#Cc1c(N)c(C(=O)c2ccccc2)n2ccccc12	0.0	3.4	3.2	x	39.6	x	-6.4	-4.9
Cc1ccc(NC(=O)NC(=O)CN2CCCC2c2ccc3c(c2)OCCO3)cc1C (stereo unspecified)	0.2	0.1	3.3	3.7	-54.5	-1.8	-163.8	2.5
CN(C(=O)CSc1nnc(-c2n[nH]c3ccccc23)o1)c1ccccc1	0.2	1.1	x	x	x	x	-3.9	3.1
C=CCSC1=N[C@@]2(COCc3ccc(OC)cc3)Oc3ccccc3[C@H]([C@H]2CO[Si](C)(C)C(C)(C)C)N1C(=O)c1ccccc1	x	3.0	0.8	x	x	4.3	-0.3	-0.8
CC(C)NS(=O)(=O)c1ccc(NC(=S)NC(=O)c2cccc([N+](=O)[O-])c2)cc1	0.2	3.7	0.4	x	-6.5	-7.2	-22.5	x
C[C@H](CO)N1C[C@H](C)[C@H](CN(C)S(C)(=O)=O)Oc2cc(C#CC3CC3)ccc2S1(=O)=O	-0.7	-0.1	-0.8	-0.1	3.9	-3.0	1.5	-7.0
C[C@H]1CN([C@@H](C)CO)C(=O)c2cccc(NS(=O)(=O)c3ccccc3)c2O[C@H]1CN(C)CC1CCCCC1	0.1	-2.1	-1.6	2.2	-2.6	-5.1	14.6	13.5
CCC(=O)N1C[C@@H](C)[C@@H](OC)CN(C)C(=O)c2cc(NC(=O)c3ccc(F)cc3)ccc2OC[C@@H]1C	0.1	1.5	-0.3	0.0	-0.6	0.3	6.4	-7.3
CCCn1cccc(C(=O)Nc2ccc(OC)cc2)c1=O	-0.1	0.0	-1.7	27.1	5.2	-3.5	-12.3	-18.4
O=C(Cc1ccc([N+](=O)[O-])cc1)Nc1ccc(Cl)cc1	0.2	-1.8	2.2	x	-3.1	x	-12.6	-7.8
Cc1ccc(N(CC(=O)NC2CCCC2)C(=O)CCC(=O)Nc2nccs2)c(C)c1	0.1	1.4	0.5	-6.0	-10.2	-2.8	-6.5	-1.2
CSc1ccccc1CNC(=O)C1(C)CCCN1CC(C)C (stereo unspecified)	0.3	9.7	3.8	-3.3	-9.8	0.5	-13.5	x
COc1cc(C(=O)NCCC(=O)NCCCN2CCCCC2)cc(OC)c1OC	x	-0.3	x	-1.7	-2.2	-3.3	-1.7	-0.5
COc1ccc(NC(=O)N2CCc3ccccc32)cc1	x	x	x	-25.2	9.5	8.3	x	-4.9
COC(=O)c1nn(-c2ccc(OC)cc2)ccc1=O	0.1	-3.7	1.7	x	16.3	x	-14.2	-37.2
COc1ccc(CN2C[C@H](C)[C@H](OC)CN(C)C(=O)c3cc(NC(=O)C4CC4)ccc3OC[C@@H]2C)cc1	-0.1	x	-0.4	-0.6	-8.4	x	x	x
O=C(Nc1ccccc1[N+](=O)[O-])c1cccnc1Cl	0.0	5.1	-5.0	x	-2.2	-6.7	-16.3	-6.2
